Screens deposited in PubChem BioAssay by Broad Institute.
INS-1E GSIS act: primary screen for activators of insulin secretion dependent on glucose, INS-1E cells, GLuc reporter luminescence. activation, % at 16.6 µM. actives 0.61% (n = 370,000). AID 743287. INS-1E GLuc reporter insulin secretion, 2-3 h;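 active = lowest replicate activation of at least 40%, so every replicate reaches that level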;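 note: 0% = median of neutral control wells and 100% = median of IBMX positive control wells; some compounds called inactive have numbers as strong as hits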
ERAP1 HTS inh: ERAP1 (human) enzyme inhibition. Q9NZ08. recombinant ERAP1, Leu-AMC fluorescence, 60 min. inhibition, % at 10.7 µM. actives 0.15% (n = 340,000). AID 652197;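 active = mean replicate inhibition of at least 30%, or all replicates individually reaching that 30% level; inactive = mean below 30% and not every replicate reaching it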;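 note: 0% = neutral control wells and 100% = L-leucinethiol positive control wells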
XiGFP reactiv: X-chromosome reactivation activator. XiGFP mouse fibroblasts, % GFP-positive cells imaging, 3 d; cells co-treated with 5-aza-dC sensitizer; scaled so ellipticine positive control = 100%. AID 743238. actives 0.055% (n = 360,000). activation, % at 7.58 µM;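 active = mean normalized replicate activation at least 10% and every replicate at or above 10%; inconclusive = only one of the two criteria met; inactive = mean below 10% and not all replicates reach 10%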;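 note: 0% = median of on-plate neutral control wells and 100% = ellipticine 6 µM median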
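System: 68-5-11 XiGFP fibroblast line; Timing: 3 days compound exposure; Compound dosing: one concentration, pinned; Benchmarks: positive control ellipticine, 6 µM final; Buffer or medium: DMEM containing 5-aza-dC.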
RAD52 anneal inh: RAD52 (human) annealing inhibition | inhibition, % at 18.7 µM | recombinant RAD52 DNA annealing, FRET fluorescence | actives 0.46% (n = 360,000) | AID 651710 | P43351;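 active = every replicate showing at least 50% inhibition; inconclusive = mean inhibition at least 50% but not in every replicate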
Target sequence (P43351 whole entry, looked up): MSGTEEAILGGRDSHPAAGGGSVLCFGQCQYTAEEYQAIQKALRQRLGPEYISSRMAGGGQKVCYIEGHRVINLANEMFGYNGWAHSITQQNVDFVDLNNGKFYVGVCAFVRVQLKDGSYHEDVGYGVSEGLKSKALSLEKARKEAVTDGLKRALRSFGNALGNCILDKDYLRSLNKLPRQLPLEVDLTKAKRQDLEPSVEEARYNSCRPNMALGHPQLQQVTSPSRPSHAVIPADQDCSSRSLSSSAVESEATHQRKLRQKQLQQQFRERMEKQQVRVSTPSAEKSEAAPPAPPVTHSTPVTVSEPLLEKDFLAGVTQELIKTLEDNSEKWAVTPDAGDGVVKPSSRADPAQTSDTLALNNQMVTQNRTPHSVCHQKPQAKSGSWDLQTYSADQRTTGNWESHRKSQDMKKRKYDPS
RAD54 inh: blocks human RAD54 Holliday junction branch migration. inhibition, % at 10.4 µM. FAM/BHQ fluorescence. AID 602329. Q92698. actives 0.14% (n = 360,000);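 active = mean normalized replicate activity at least 40 and at least half of replicates scoring 40 or more; inconclusive = only one of the two criteria met; inactive = mean below 40 and under half of replicates reaching 40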;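 note: 0% = median of neutral control wells and 100% = median of positive control wells; inhibitors cause a drop in the FAM fluorescence signal; in these data hits start at about 50%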
ARNT TACC3 PPI: disruptors of human ARNT/TACC3 interaction | Q9Y6A5 | actives 0.66% (n = 390,000) | inhibition, % at 9.99 µM | AlphaScreen His-ARNT PAS-B/GST-TACC3 binding, luminescence; TACC3 fragment carries E629A point mutation;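 active = mean inhibition of replicates at least 50% and at least half of replicates each reaching 50%; inconclusive = half or more replicates reach 50% but mean below 50%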;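 note: 0% = complete ARNT plus TACC3 wells and 100% = ARNT alone without TACC3; many hits fall short of the cut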
F508del corr: CFTR F508del correction in bronchial cells; AID 720511; actives 0.36% (n = 350,000); activity (quench increase), % at 7.58 µM; CFBE cells, YFP halide quenching; stimulated with forskolin plus potentiator P3; % fluorescence drop versus neutral controls;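 active = mean added fluorescence quench of at least 8% versus neutral control, with both replicates also reaching 8%; inconclusive = only one of the mean or replicate conditions met; inactive = mean below 8% and not both replicates reaching 8%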;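 note: cells transiently co-express mutant CFTR-F508del with the halide-sensitive YFP; corrector assay measuring rescue of mutant channel to the surface after 24 h compound exposure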
esBAF inh: SWI/SNF esBAF complex inhibition | mouse ES cells, Bmi1-luciferase knock-in reporter, 24 h; 100% = twice the neutral-well signal | reporter increase, % at 12.5 µM | actives 2% (n = 350,000) | AID 602393; in the data active = activation above about 40%; inconclusive = no clear call, values can overlap the other calls;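 note: 0% = median of the plate's neutral control wells and 100% = double that signal; a rise in the Bmi1 reporter signal indicates esBAF inhibition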
Starred values were filed as active, the others as inactive; ? = inconclusive; · = not tested or not shown; & = joins results of further samples.

Molecule	esBAF inh	F508del corr	ERAP1 HTS inh	RAD52 anneal inh	INS-1E GSIS act	RAD54 inh	ARNT TACC3 PPI	XiGFP reactiv
C[C@H](CO)N1C[C@H](C)[C@@H](CN(C)S(=O)(=O)c2ccccc2)Oc2ncc(Br)cc2C1=O	-3	-0.4	1	6	18	-20	-20	-1.0
NC(Cc1ccc(F)cc1)c1csc(Nc2ccc(S(N)(=O)=O)cc2)n1 (stereo not given)	-11	2.2	-4	3	·	-5	·	0.1
Cn1cc(CN2CCCCC2C(=O)Nc2ccc(-n3cccn3)cc2)cn1 (stereo not given)	·	1.5	-2	1	13	6	0	0.2
COc1ccc(C(c2c(N)[nH]c(=S)[nH]c2=O)c2c(N)[nH]c(=S)[nH]c2=O)cc1	-5	-0.5	·	-10	2	-4	5	0.0
CC(=O)c1cccc(NC(=O)C2CCN(C(=O)c3ccc([N+](=O)[O-])cc3)CC2)c1	3	·	0	-9	-1	3	·	0.5
Cc1occc1C(=O)N=Nc1c(O)n(C)c2ccccc12	-9	·	·	·	18	-2	-7	0.0
C=CCN1C(=O)c2ccc(C(=O)N3CCN(S(=O)(=O)c4cccc([N+](=O)[O-])c4)CC3)cc2C1=O	-3	-1.5	-1	-19	-4	-8	2	0.0
COc1cccc(/C=C/C(=O)NCCc2ccc3c(c2)OCCO3)c1	-3	·	-12	-8	·	0	0	4.9
CCCc1nn2c(=O)cc(CSCC(=O)Nc3nnc(C(C)C)s3)nc2s1	-7	0.6	1	-17	8	·	-2	0.0
COc1cccc(C2CC(=O)Nc3cc(OC)c(OC)cc32)c1 (stereo not given)	6	-2.4	-5	-6	9	2	-10	0.0
Cc1nn(-c2ccccc2)c(C)c1NC(=O)COC(=O)C1CC(=O)N(CCc2ccccc2)C1 (stereo not given)	-3	3.2	2	-26	-4	-12	-6	2.1
COCCNC(=O)C[C@H]1CC[C@@H]2[C@H](COC[C@H](O)CN2C(=O)c2cc(Cl)cc(Cl)c2)O1	-10	1.8	·	·	1	-30	-3	0.0
CSCCC(C(=O)Nc1c(C)cccc1C)N(C)CCc1ccccc1 (stereo not given)	6	-4.0	·	-11	21	9	·	0.0
CCNC(=S)N/N=C/c1cn(Cc2ccc(F)cc2)c2ccccc12	·	·	-6	-16	·	·	1	4.6
Cc1noc(C)c1NC(=O)Nc1ccc2c(c1)C(=O)N([C@H](C)CO)C[C@H](C)[C@@H](CN(C)C(=O)C1CCCCC1)OCCCC[C@@H](C)O2	-1	-2.0	-2	0	7	-7	-10	0.0
Nc1ccccc1C(=O)C[C@H](N)C(=O)O	-1	3.9	-1	-15	·	-12	3	0.0
CC1(C(=O)NS(=O)(=O)c2cccc(OC(F)F)c2)CCN1C(=O)Cc1ccccc1 (stereo not given)	-3	0.2	1	-9	-7	-12	·	-0.1
CN1C(=O)c2cc(NC(=O)c3ccccc3F)ccc2OC[C@@H]2O[C@H](CC(=O)NCc3ccc4c(c3)OCO4)CC[C@H]21	5	4.8	6	-5	-21	-4	-12	0.1
COc1ccc(NC(=O)N(C)C[C@@H]2Oc3cc(-c4ccncc4)ccc3S(=O)(=O)N([C@H](C)CO)C[C@H]2C)cc1	7	-0.5	0	6	13	3	2	-1.2
CC(C)NC(=O)c1onc(CSc2ccc(F)cc2)c1C(=O)NC(C)C	-2	2.0	·	6	2	0	-3	-0.3
COc1cc(NC(=S)N2c3ccccc3CC2C)cc(OC)c1 (stereo not given)	·	-0.8	3	-19	10	6	3	0.4
CN1CCN(C(=O)C[C@H]2C=C[C@H](NC(=O)Cc3ccccn3)[C@H](CO)O2)CC1	0	0.1	2	-9	0	1	18	-0.1
CN(CCCNC(=O)Cn1cccc1C(=O)c1ccccc1)C1CCCCC1	·	6.0	-2	-3	4	·	-7	0.4
CCCCSCCCNC(=O)C1CCC(CNS(=O)(=O)c2ccc(NC(C)=O)cc2)CC1 (stereo not given)	13	-0.4	-3	-11	·	-5	-3	0.2
C[C@H]1CN([C@@H](C)CO)C(=O)Cc2cc(NC(=O)C3CC3)ccc2O[C@@H]1CN(C)S(=O)(=O)c1cn(C)cn1	0	-0.6	0	2	14	6	1	0.2
CC(C)(C)[S@](=O)N1Cc2cc(C(=O)N3CCOCC3)nc(-c3cccc(C4=CCCC4)c3)c2[C@@H]1CCO	·	-0.1	5	-82	14	·	·	0.1
CCC(=NNC(=O)c1ccc2c(c1)nc(C)n2CC)c1cc(F)ccc1O	·	1.9	-6	-11	-8	·	5	-0.2
CCC(=O)Nc1sc2c(c1C(N)=O)CCN(Cc1ccccc1)C2	31	-3.6	15	-11	·	-9	-3	-0.2
COC(=O)[C@]1(C)N[C@H](CN(C)C(=O)c2ccc(C(C)(C)C)cc2)[C@@H]2C(=O)N(C)C(=O)[C@@H]21	2	-0.5	-1	-3	-16	4	-7	-0.1
Cc1ccc(NC(=O)Nc2c(C)n(C)n(-c3ccccc3)c2=O)cc1C	-4	0.9	0	2	11	-1	-24	0.0
O=C(O)C(Cc1c[nH]c2ccccc12)N1Cc2ccccc2C1=O (stereo not given)	30	0.3	0	-19	2	4	·	0.0
CCOc1ccc2cc(S(=O)(=O)N3CCN(C)CC3)ccc2c1	·	·	0	-9	-4	3	·	·
C[C@@H]1CN([C@H](C)CO)S(=O)(=O)c2ccc(C#Cc3ccncc3)cc2O[C@H]1CN(C)C(=O)C1CCOCC1	11	-2.6	-3	-23	8	0	2	-0.4
O=C(CCCN1CCc2[nH]c3ccc(F)cc3c2C1)c1ccc(F)cc1	-9	2.3	3	-6	-46	7	-6	0.1
Clc1ccc2nc(CN3CCCCC3)cn2c1	5	-1.5	3	7	9	-22	-1	·
CCCC#Cc1ccc2c(c1)[C@@H]1[C@@H](CCN1S(=O)(=O)c1ccc(F)cc1)[C@H](CO)N2	·	2.4	0	-23	3	·	·	0.0
CCCNC(=O)Nc1ccc2c(c1)C(=O)N(C)C[C@H](OC)[C@@H](C)CN(Cc1ccccc1)[C@H](C)CO2	1	1.0	·	·	-28	·	·	0.5
C=CCn1c(Cc2ccccc2)nc2c(cnn2-c2ccccc2)c1=O	13	0.4	-1	-25	-3	-7	-4	-0.1
COc1ccc(CCNC(=O)CN(C)S(=O)(=O)c2ccc3c(c2)CCC(=O)N3)cc1OC	21	0.8	·	-31	5	-8	11	0.2
C[C@H](CO)N1C[C@H](C)[C@@H](CN(C)S(=O)(=O)c2ccc(F)cc2)Oc2ccc(NC(=O)Cc3ccccc3)cc2C1=O	4&2	0.4&0.5	-2	-21&-1	-30&-11	-7&-3	-4&0	0.1&0.7
Cc1[nH]c(=S)c(C#N)c(-c2ccccc2)c1C(=O)Nc1ccccc1	·	·	-3	-15	3	·	-2	0.0
CCOC(=O)N1CCN(C(=O)c2cc(COc3ccc4ncccc4c3)on2)CC1	-14	-3.6	0	-2	-62	0	·	0.9
COc1cc(/C=C2\SC(=S)N(CC(=O)O)C2=O)ccc1OS(=O)(=O)c1ccc(C)cc1	3	-1.2	-7	-24	-5	1	3	-0.1
C=CCSc1nnc(NC(=O)C2CC(=O)N(Cc3ccc(C)cc3)C2)s1 (stereo not given)	-3	-0.6	1	-14	-16	11	·	0.2
COc1ccccc1OCCNC(=O)c1ccc(S(=O)(=O)N(C)C)cc1	5	-1.0	0	-20	-6	6	-5	·
O=[N+]([O-])c1ccc(Sc2cccc3cccnc23)c2cccnc12	·	2.6	2	-27	-1	·	2	0.6
O=C(COC(=O)Cc1ccsc1)NCc1ccc(Cl)cc1	·	·	11	-12	5	·	-2	0.0
COC(C)(C)c1cc(C(C)(C)C)nc(N)n1	-16	·	·	·	48*	3	0	·
CO[C@H]1CN(C)C(=O)c2ccc(NC(=O)Nc3ccc4c(c3)OCO4)cc2OC[C@@H](C)NC[C@@H]1C	56*	2.3	1	-21	-2	-12	10	-0.1
OC[C@@H]1CN(Cc2ccco2)C[C@H](n2cnc3c(NC4CCCC4)ncnc32)O1	-1	-2.4	-3	-2	·	5	·	0.0

(next part)
Molecule	esBAF inh	F508del corr	ERAP1 HTS inh	RAD52 anneal inh	INS-1E GSIS act	RAD54 inh	ARNT TACC3 PPI	XiGFP reactiv
O=C(Nn1cnnc1)c1cc(Cl)ccc1Cl	-5	2.2	0	-9	-4	6	2	-0.1
CCc1ccccc1Nc1nc(N)nc(COC(=O)c2c(C)noc2C)n1	-6	3.1	-1	5	-12	-3	1	0.0
COc1ccc(-c2nc3c(Br)c(N)c(Br)cc3o2)cc1	·	1.2	5	-10	-1	-10	-2	·
COc1ccc(C2CC(c3cccs3)=NN2C(=O)CSc2nc3ccccc3o2)cc1 (stereo not given)	4	·	·	·	-17	5	-1	0.2
CCC1CCCCN1S(=O)(=O)c1ccc(S(=O)(=O)N(Cc2cccs2)C2CC2)cc1 (stereo not given)	7	-1.4	2	2	-4	7	-1	·
Cc1ccccc1OCc1n(CC(=O)OC2CC(C)CCC2C(C)C)c2ccccc2[n+]1C (stereo not given)	·	-1.6	14	43	77*	·	15&18	0.0
Cc1noc(C)c1NC(=O)Nc1ccc2c(c1)CC(=O)N([C@@H](C)CO)C[C@@H](C)[C@H](CN(C)C(=O)Nc1ccc(F)cc1)O2	3	2.8	-4	4	-4	2	12	0.1
Cc1cc(C(=O)NNC(=O)C(C)NS(=O)(=O)c2ccccc2F)c(C)o1 (stereo not given)	-4	0.5	-2	-9	-7	4	6	0.1
C[C@H]1CN([C@@H](C)CO)S(=O)(=O)c2ccc(C#Cc3ccccc3F)cc2O[C@@H]1CN(C)C(=O)c1ccc2c(c1)OCO2	7	1.7	0	-2	-29	2	1	-0.8
Cc1cc(O)ccc1Nc1nc(-c2cccnc2)cs1	33	1.5	3	-12	10	0	3	0.0
CCOC(=O)C1=C[C@@H](C(C)(C)C)N(S(=O)(=O)c2ccc(OC)cc2)[C@H]1c1ccccc1	-5	-1.9	·	-16	-52	13	·	0.0
O=C(NCCC1=CCCCC1)C1CCN(c2nnc(-n3cccc3)s2)CC1	-15	-2.0	4	-6	·	-1	-8	0.1
CCOc1ccccc1C1CC(c2cccs2)=NN1S(C)(=O)=O (stereo not given)	·	0.3	-7	-44	8	·	10	0.0
C[C@H](CO)N1C[C@H](C)[C@H](CN(C)S(=O)(=O)c2ccccc2)Oc2ccc(NS(=O)(=O)c3ccc(Cl)cc3)cc2C1=O	0	1.2	·	·	-12	-8	2	?
CCOC(=O)C1=C(N)Oc2cc(O)ccc2C1c1cccc(Cl)c1 (stereo not given)	3	0.7	-2	6	-19	-4	-1	0.1

Random excerpt: 2 entries already listed.
Molecule	esBAF inh	F508del corr	ERAP1 HTS inh	RAD52 anneal inh	INS-1E GSIS act	RAD54 inh	ARNT TACC3 PPI	XiGFP reactiv
CCOC(=O)C1=C(N)Oc2cc(O)ccc2C1c1cccc(Cl)c1 (stereo not given)	3	0.7	-2	6	-19	-4	-1	0.1
O=C(Nn1cnnc1)c1cc(Cl)ccc1Cl	-5	2.2	0	-9	-4	6	2	-0.1
